AMA1-RON2 inh: disrupts binding of P. falciparum AMA1 to RON2; AlphaScreen AMA1-biotinylated RON2 peptide binding; 360,000 tested, 0.2% active; Potency, µM (series often up to 58.2 µM), for the others: at the top dose activity change, negative = inhibition, hits mostly inhibitors;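 note: potency is the fitted concentration of half-maximal effect; 0% = vehicle wells and -100% = peptide control; nearly all actives have a fitted effect of over 45% in size; some results filed as inactive show a strong effect at the top dose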
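AMA1 (3D7) with his tag at 25 nM final met compounds first, then biotinylated RON2 peptide at 25 nM; detection used donor plus acceptor beads, 10 µg/mL apiece, read by AlphaScreen after 30 min at room temperature.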
Cycloheximide cs: counter-screen hit for Shiga toxin inhibitors, cycloheximide; cell reporter, cycloheximide protein synthesis inhibition counterscreen; max response, %; 300,000 tested, 12% active; AID 2314; in the data active = max response mostly above about 13%, no sharp cut-off; inactive = mostly below about 14%; note: read at 38.3 µM for the half of the compounds with a filed dose; 0% is about no effect
AmpC detergent: AmpC beta-lactamase inhibition with detergent present | AID 485294 | Potency, µM (top dose mostly 114 µM), for the others: at the highest dose activity change, negative = inhibition, most hits filed as inhibitors | AmpC hydrolysis of nitrocefin, absorbance 480 nm, 0.01% Triton | P00811 | 370,000 tested, 0.041% active;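 note: potency is the fitted concentration of half-maximal effect; 0% = no-compound wells and -100% = no-enzyme wells; nearly all actives have a fitted effect of over 25% in size; some results filed as inactive show a strong effect at the top dose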
Target sequence (P00811 whole entry, looked up): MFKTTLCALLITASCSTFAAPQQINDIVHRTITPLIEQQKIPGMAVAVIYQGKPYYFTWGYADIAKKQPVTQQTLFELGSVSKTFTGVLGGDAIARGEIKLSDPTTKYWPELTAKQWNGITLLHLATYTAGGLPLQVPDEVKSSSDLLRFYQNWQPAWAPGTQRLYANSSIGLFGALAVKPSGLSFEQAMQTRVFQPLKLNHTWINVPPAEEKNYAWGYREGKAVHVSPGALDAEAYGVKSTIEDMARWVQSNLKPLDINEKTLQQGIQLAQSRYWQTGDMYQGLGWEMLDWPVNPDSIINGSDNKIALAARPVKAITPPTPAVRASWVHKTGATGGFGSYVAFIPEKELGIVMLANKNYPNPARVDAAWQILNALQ
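AmpC (5.3 nM in the dispensed reagent) in 20 mM phosphate pH 7.0 with 0.01% (detergent screen) or 0.0001% Triton X-100 was preincubated with compounds for 15 min at room temperature. Nitrocefin was then added from an 800 uM solution, and hydrolysis was followed at 480 nm.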
HCMV inh: blocks human cytomegalovirus replication | AID 1259415 | HFF cells, HCMV-luciferase reporter, 72 h; active compounds read low | activity change, negative = inhibition, % at 57.5 µM | 410,000 tested, 4.5% active; in the data active = activity change below about -60%; inconclusive = no clear call, values can overlap the other calls; inactive = above about -39%; note: % is set by controls: 0 for no effect and ±100 for the full control effect
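Luciferase read-out from HCMV-luciferase-infected HFFs (MOI 1 PFU/cell) 72 h post infection at 37C; compounds added after 16 h cell attachment; activity normalized between buffer-only basal and Salinomycin (10uM) inhibitor controls.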
AmpC no deterg: inhibitors of E. coli AmpC beta-lactamase without detergent | AmpC nitrocefin hydrolysis, absorbance 480 nm, 0.0001% Triton | Potency, µM (series often up to 57.1 µM), inactives show at the top dose activity change, negative = inhibition, hits mostly inhibitors | 330,000 tested, 0.52% active;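 note: potency is the fitted concentration of half-maximal effect; plate controls were no compound for no effect and no enzyme for full effect; nearly all actives have a fitted effect of over 20% in size; some results filed as inactive show a strong effect at the top dose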
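AmpC (5.3 nM in the dispensed reagent) in 20 mM phosphate pH 7.0 with 0.01% (detergent screen) or 0.0001% Triton X-100 was preincubated with compounds for 15 min at room temperature. Nitrocefin was then added from an 800 uM solution, and hydrolysis was followed at 480 nm.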
Shiga inhibitor: inhibitors of Shiga toxin in Vero cells; Vero cells, Shiga toxin protein synthesis inhibition reporter; inhibition, % at 38.7 µM; 290,000 tested, 9.2% active; AID 2315; in the data active = inhibition mostly above about 28%, no sharp cut-off; inactive = mostly below about 43%; note: 0% is about no effect
FBPA Giardia inh: blocks Giardia fructose-bisphosphate aldolase activity; Potency, µM (series often up to 59.6 µM), for inactives: at the highest dose activity, negative = inhibition, most hits filed as inhibitors; AID 2451; purified Giardia FBPA; 290,000 tested, 0.71% active; note: potency is the fitted concentration of half-maximal effect; % is set by controls: 0 for no effect and ±100 for the full control effect; nearly all actives have a fitted effect of over 55% in size
Target sequence (A8B2U2 whole entry, looked up): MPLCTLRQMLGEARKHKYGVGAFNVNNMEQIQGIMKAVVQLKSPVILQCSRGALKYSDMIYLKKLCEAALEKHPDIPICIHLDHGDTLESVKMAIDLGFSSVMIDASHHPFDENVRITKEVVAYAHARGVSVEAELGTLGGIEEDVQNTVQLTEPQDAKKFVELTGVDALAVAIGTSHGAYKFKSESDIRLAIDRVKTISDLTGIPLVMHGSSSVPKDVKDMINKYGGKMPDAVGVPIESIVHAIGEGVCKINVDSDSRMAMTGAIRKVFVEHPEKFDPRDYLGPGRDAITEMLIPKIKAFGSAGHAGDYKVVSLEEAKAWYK
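40 nM FBPA preincubated 10 min at RT with compound (up to 57.5 uM final), then substrate plus GAPDH/TPI/NAD/arsenate coupling and diaphorase/resazurin added. Fluorescence read after 20 min at RT, 525/598 nm.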
Active calls of the source: *; u = inconclusive; x = no result given; [ ] = another dose, or the depositor's remark. Unless noted, calls come from the whole dose curve; as a rule, active = well fitted curve in the direction sought with a large enough effect; inconclusive = small, poorly fitted or top-dose-only effect, or another doubt; inactive = no such curve, though single readings can be large; an effect the other way counts as inactive or inconclusive.

mol	AMA1-RON2 inh	Cycloheximide cs	AmpC detergent	HCMV inh	AmpC no deterg	Shiga inhibitor	FBPA Giardia inh
CN(Cc1ccccc1)C(=O)CSc1nc2ccccc2[nH]1	11%	40*	-20%	8	-26%	70*	-16%
COc1ccc(-c2cc(C(=O)N3CCN(c4ccccc4O)CC3)c3ccccc3n2)cc1	-5%	x	-1%	23	-27%	x	x
Cc1cccc(-c2cc3nc4c(c(N5CCOCC5)n3n2)CCCC4)c1	16%	32*	-4%	48	105%[activator]	73*	-6%
COc1cc(Cl)ccc1OCc1cc(C(=O)N2CCCCCC2)no1	-3%	32*	2%	3	50%	74*	x
C/C(CC(=O)Nc1ccc2c(c1)OCO2)=N\NC(=O)C(c1ccccc1)c1ccccc1	30%	-2	-7%	u	-55%	-7	2%
Cc1nnc(-c2ccc(Oc3ccc(C)c(C)c3)c([N+](=O)[O-])c2)o1	-23%	5	5%	-28	118%[activator]	-1	1%
OC[C@@H]1O[C@@H](Oc2ccc(O)cc2)[C@H](O)[C@@H](O)[C@@H]1O	x	-2	x	x	x	8	3%
C=CCOc1cccc(C2C(C(=O)c3ccco3)=C(O)C(=O)N2Cc2ccncc2)c1 (stereo unspecified)	-12%	29*	-14%	-30	-10%	40*	-19%
CCOC(=O)c1cnc2cc(-c3ccc(Cl)cc3)nn2c1N	5%	27*	4%	48	-20%	35	5%
C=CCNC(=O)CC(C)C(CCCCC)C(=O)O (stereo unspecified)	2%	-3	-1%	-2	-11%	-11	1%
COc1cccc(N2CCN(S(=O)(=O)c3ccc4c(c3)CC(C)N4C(=O)C3CC3)CC2)c1 (stereo unspecified)	-7%	6	1%	-24	99%[activator]	6	13%
COC(=O)Nc1c(-c2ccccc2)nc2ccc(Cl)cn12	11%	-2	3%	2	-14%	-4	-7%
C[C@]12C(=O)N(c3ccccc3)C(=O)N1[C@H]1c3ccccc3OC[C@@H]1[C@H]2c1ccccc1	-3%	x	x	33	-23%	x	x
CSc1ccccc1NC(=O)NCCCl	9%	8	-1%	-30	-26%	-6	-15%
COc1ccc2sc(-c3ccccc3OC)c(-c3ccc(OC)nc3)c2c1	0%	x	7%	-20	9%	x	x
CN(C)C(=O)COC(=O)c1ccc(S(=O)(=O)NCc2ccco2)cc1	0%	5	-5%	0	-13%	-17	-1%
CCN1C(=O)[C@@H]2[C@@H](c3ccc(SC4CCCCC4)cc3)N3CCCC[C@@]3(C(=O)OC)[C@@H]2C1=O	-6%	x	u	8	81%[activator]	x	x
COc1ccc(CNC(=S)NNC(=O)c2cc3ccccc3o2)cc1	75%[activator]	-1	-3%	-14	-9%	-7	22%
Cc1cc(C)nc(SCC(=O)Nc2ccc(S(=O)(=O)N3CCCCC3)cc2)n1	-13%	7	4%	3	33%	9	-5%
Cc1ccc(C(=O)Nc2ccc(C(=O)N3CCCCC3)cc2)o1	5%	26*	-14%	37	-10%	52*	x
CC(=O)c1cc(N2CCOCC2)ccc1[N+](=O)[O-]	-10%	-4	-5%	2	-3%[2.29 µM]	-1	2%
COc1ccc(CN(CC2CCC(C(=O)O)CC2)C(=S)Nc2cc(C)ccc2C)cc1 (stereo unspecified)	-6%	6	0%	22	16%	-12	1%
CCOC(=O)C1(Cc2ccccc2C)CCCN(C(=O)COC)C1 (stereo unspecified)	22%	23*	u	32	6%	41*	11%
COc1ccc2[nH]c3c(c2c1)CCNC3c1ccc([N+](=O)[O-])o1 (stereo unspecified)	30%	9	4%	-37	14%	9	u
COc1cccc(CNC(=O)CCC2CCCN(C(=O)C3CCOCC3)C2)c1 (stereo unspecified)	-3%	-3	4%	45	0%	-3	0%
O=C(CSc1nnc(-c2ccc(F)cc2)o1)Nc1ccc(S(=O)(=O)N2CCCC2)cc1	13%	20*	-9%	57	-21%	42	2%
Cc1ccc(NCC(=O)N/N=C/c2c[nH]c3ccccc23)cc1	12%	9	7%	-1	-51%	21	2%
O=C(CSc1nc(=O)n2ccccc2n1)NCc1ccccc1	0%	x	u	-17	-4%	x	x
Cc1cccc(NS(=O)(=O)c2cc([N+](=O)[O-])ccc2C)n1	-5%	-1	2%	25	1%	-13	3%
Cn1cnc([N+](=O)[O-])c1Sc1ccc([N+](=O)[O-])cc1	6%	-2	-5%	0	-10%	-6	0%
CCOC(=O)C(=O)Nc1ccc(S(=O)(=O)Nc2ncccn2)cc1	6%	-1	-6%	31	-15%	28	-1%
CN(C)CCCNc1oc(/C=C/c2cccs2)nc1S(=O)(=O)c1ccccc1	44%[activator]	-1	-7%	-29	20%	21	0%
COc1ccc(CNC(=O)C/C(C)=N/NC(=O)c2cc(OC)cc(OC)c2)cc1	x	-3	-7%	x	-1%	-7	-14%
CC(C)N(Cc1cnn(C)c1)C(=O)C1CCC(=O)N(CCc2cccc(F)c2)C1 (stereo unspecified)	-10%	32	3%	45	17%	36	x
COc1ccc(OC)c(C2CC(=O)Nc3n[nH]c(-c4ccccc4)c32)c1 (stereo unspecified)	16%	-2	1%	76	-33%	-29	3%
CCCCCCCCCCCCCCCC(=O)NCCc1c[nH]c2ccccc12	2%	-1	6%	-8	-15%	-14	8%
C[C@H]1CN=C(Nc2ccccc2)N1CC1CCC1	-6%	1	-14%	-14	-24%	-7	1%
Cc1cccc(NC(=O)CCC(=O)N/N=C/c2ccco2)c1	0%	-3	-11%	-31	-33%	-8	1%
CCSc1nnc(NC(=O)Cc2ccc(OC)c(OC)c2)s1	3%	-2	u	1	-17%	-5	6%
CCOC(=O)c1c(/N=C/N(C)C)sc(/C=N/Nc2ccccc2)c1-c1ccccc1Cl	-9%	-1	-11%	-17	-19%	5	-4%
O=C(c1ccccc1)C1CCCN(Cc2nc(-c3cnccn3)no2)C1 (stereo unspecified)	9%	-4	5%	30	16%	19	-3%
C=CCNC(=O)N1CCCC(N2CCN(c3ccccc3OC)CC2)C1 (stereo unspecified)	-3%	-1	-7%	-31	-17%	-6	2%
N#CC(c1ccc(F)cc1)c1ccc(C(=O)c2ccccc2)cc1 (stereo unspecified)	13%	-1	-13%	-20	-25%	-3	5%
O=C(N/N=C/c1ccc(Sc2nc3ccccc3[nH]2)o1)c1ccncc1	12%	-3	0%	u	-30%	10	0%
COc1cccc(OCCCCCCN2CCOCC2)c1	0%	-2	-15%	-21	16%	-10	3%
NNc1nc(C(F)(F)F)nc2ccccc12	52%[activator]	7	-1%	22	-13%	-4	u
CCOc1ccc(N2C(=O)C3=C(C(c4ccc(Cl)cc4)=NCCN3)C2c2cccnc2)cc1 (stereo unspecified)	2%	-2	1%	-31	-8%	-20	9%
CS(=O)(=O)c1ccccc1-c1nc(-c2ccc([N+](=O)[O-])cc2)no1	-10%	5	u	-29	-16%	14	9%
Cc1ccc(C(=O)NC2CCC(C)CC2)s1 (stereo unspecified)	3%	x	0%	25	-17%	x	x
Cc1ccc(-c2nnnn2-c2ccc(C)cc2)cc1	-6%	11	-7%	12	-23%	23	-7%

Continued; the last two above are carried over.
mol	AMA1-RON2 inh	Cycloheximide cs	AmpC detergent	HCMV inh	AmpC no deterg	Shiga inhibitor	FBPA Giardia inh
Cc1ccc(C(=O)NC2CCC(C)CC2)s1 (stereo unspecified)	3%	x	0%	25	-17%	x	x
Cc1ccc(-c2nnnn2-c2ccc(C)cc2)cc1	-6%	11	-7%	12	-23%	23	-7%
O=C(O)Cn1nnc(COc2ccccc2)n1	1%	-1	5%	-30	-14%	-12	-8%
Cc1ccc(Nc2nc3ccccc3nc2Nc2c(C)n(C)n(-c3ccccc3)c2=O)cc1	0%	-6	u	-28	-49%	-19	-1%
Cc1ccc(OCCN(C)C(=O)C2CCC(=O)N(CCCN3CCOCC3)C2)cc1 (stereo unspecified)	14%	1	u	21	25%	-5	-3%
COc1cc(-c2[nH]ncc2CN2CCN(c3cccc(C)n3)CC2)cc(OC)c1OC	-5%	-3	-7%	10	47%	13	-3%
O=[N+]([O-])c1cccc(Nc2c3ccccc3nc3ccccc23)c1	-5%	5	0%	-35	-7%	-12	-20%
O=C(/C=C/c1ccc([N+](=O)[O-])s1)N1CCCCC1	3%	24*	u	u	140%[activator]	17	1%
COc1ccc2c(c1OC)C(=O)N1c3ccccc3C(=O)N(c3ccccc3F)C21 (stereo unspecified)	0%	-6	-5%	3	-3%	-17	4%
O=C1S/C(=C/c2ccc(N3CCOCC3)o2)C(=O)N1Cc1ccc(F)cc1	2%	-2	-14%	-36	-12%	-10	x
COc1ccc2c(c1)c(=O)c(C(=O)c1ccccc1)cn2Cc1ccc(C)cc1	-16%	-5	-4%	-19	1%	-4	-5%
COc1ccc(CCn2c(N)c(S(=O)(=O)c3cccs3)c3nc4ccccc4nc32)cc1OC	7%	9	-3%	x	-45%	-8	1%
O=C(Nc1ccc(-c2csc(Nc3cccc(C(F)(F)F)c3)n2)cc1)c1cc([N+](=O)[O-])cc(C(F)(F)F)c1	-1%	-10	4%	-78*	-6%	-4	4%
CCOc1ccccc1C(=O)NCC(=O)NCc1ccc(S(=O)(=O)N2CCOCC2)cc1	5%	x	-1%	60	20%	x	x
N#C/C(=C\c1cn(Cc2ccccc2)c2ccccc12)C(=O)NCc1ccco1	-5%	29*	-4%	-34	-36%	35	2%
COc1ccc(-n2c(C)c(C)c3c(NCCCO)ncnc32)cc1	0%	43*	-3%	69	52%	71*	-8%
COc1cc(OC)cc(C(=O)NCC(=O)N2CCN(Cc3ccccc3)CC2)c1	0%	x	x	5	5%	x	x
Cc1cc(Cl)ccc1OCc1nnc2n1CCCCC2	1%	6	2%	5	83%[activator]	21	-2%

Screening results deposited in PubChem by National Center for Advancing Translational Sciences (NCATS).
